Tn6 DDE FP – inhibitors of Tn6 peptide binding to human fibrin DD(E). P02675. Fibrin DD(E) TRITC-Tn6 fluorescence polarization displacement. 370,000 compounds, 0.21% hits. AID 720509. inhibition, % at 8.3 µM;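 active means inhibition above a per-campaign cutoff: mean of compounds within control limits plus 3 SD, cut at about 15% in these data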;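 further: 0% = median of all compound wells on the plate and 100% = blocking peptide control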
Target sequence (P02675 whole entry, looked up): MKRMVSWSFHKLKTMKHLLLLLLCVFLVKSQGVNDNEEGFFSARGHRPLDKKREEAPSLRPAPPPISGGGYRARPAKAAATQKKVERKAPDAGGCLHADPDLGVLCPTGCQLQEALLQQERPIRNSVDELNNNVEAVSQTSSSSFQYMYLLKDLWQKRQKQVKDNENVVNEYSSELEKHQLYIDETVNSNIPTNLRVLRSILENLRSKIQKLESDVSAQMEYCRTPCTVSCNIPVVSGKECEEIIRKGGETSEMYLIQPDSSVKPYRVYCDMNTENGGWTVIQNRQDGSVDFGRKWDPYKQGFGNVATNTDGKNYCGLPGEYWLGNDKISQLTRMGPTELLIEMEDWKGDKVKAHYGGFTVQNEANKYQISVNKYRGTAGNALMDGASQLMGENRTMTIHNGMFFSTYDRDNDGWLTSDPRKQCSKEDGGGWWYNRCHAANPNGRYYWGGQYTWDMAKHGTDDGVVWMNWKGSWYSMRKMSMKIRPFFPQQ
SIAE inh – human SIAE inhibition, primary screen; Q9HAT2; SIAE FP-Rh probe binding, fluorescence polarization; inhibition, % at 9.66 µM; 370,000 compounds, 0.69% hits; AID 1053197;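 active means inhibition above a cutoff: mean of compounds within the control limits plus 3 SD of those, cut at about 17% in these data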;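 further: 0% = plate median of compound wells and 100% = probe without SIAE protein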
Target sequence (Q9HAT2 whole entry, looked up): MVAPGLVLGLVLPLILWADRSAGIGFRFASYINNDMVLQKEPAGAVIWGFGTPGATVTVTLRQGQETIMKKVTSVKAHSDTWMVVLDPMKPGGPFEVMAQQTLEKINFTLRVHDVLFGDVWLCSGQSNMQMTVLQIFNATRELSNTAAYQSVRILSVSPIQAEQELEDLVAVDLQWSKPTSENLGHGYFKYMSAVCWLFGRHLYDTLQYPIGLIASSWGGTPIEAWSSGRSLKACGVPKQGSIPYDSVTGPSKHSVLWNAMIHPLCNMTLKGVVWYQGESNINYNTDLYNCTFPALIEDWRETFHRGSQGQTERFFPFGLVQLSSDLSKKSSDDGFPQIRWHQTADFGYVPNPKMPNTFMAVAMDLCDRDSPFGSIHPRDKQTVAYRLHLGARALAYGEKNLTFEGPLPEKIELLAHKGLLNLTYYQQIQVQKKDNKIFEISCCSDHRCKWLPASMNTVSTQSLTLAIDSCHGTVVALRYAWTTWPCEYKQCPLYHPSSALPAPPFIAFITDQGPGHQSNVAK
UHRF1 MBD2 ctr – UHRF1 methyl-DNA binding inhibition; Q96T88; UHRF1 binding to methylated oligo, TR-FRET; inhibition, % at 4.4 µM; 370,000 compounds, 0.75% hits; AID 687016; in the data active means inhibition above about 21%;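 further: UHRF1 SRA domain binding a hemimethylated CpG hairpin DNA probe; 0% = median of test compound wells and 100% = reference inhibitor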
PRMT1 FP inh – blocks human protein arginine methyltransferase 1 | Q99873 | 370,000 compounds, 1.3% hits | recombinant PRMT1, activity-based probe fluorescence polarization | inhibition, % at 2.79 µM;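 active means inhibition above about 21% made by adding two undisclosed values, limit read from the data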
TDP2 inh – TDP2 (human) inhibition, absorbance primary screen. inhibition, % at 12.8 µM. AID 720702. O95551. 370,000 compounds, 0.34% hits. recombinant TDP2, T5PNP hydrolysis, p-nitrophenol absorbance 415 nm;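 active means inhibition above the mean of all tested compounds plus 3 SD, set per campaign, cut at about 25% in these data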;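 further: 0% = DMSO with enzyme and 100% = buffer with substrate but no TDP2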
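test system = human TDP2 enzyme | input = TDP2 enzyme at 120 nM final | medium = 50 mM Tris-HCl pH 7.5 with Mg2+, KCl, DTT, BSA | also added = T5PNP substrate, 5 mM | times = 2 h at 37 °C | technique = epi absorbance | benchmarks = high control without enzyme, low control DMSO plus TDP2 | replication = each compound tested once, singlicate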
proKLK7 act – activates the human kallikrein-7 zymogen | purified proKLK7, EDANS-DABCYL substrate fluorescence; 100% is mature enzyme control, 0% vehicle | activation, % at 7 µM | P49862 | 370,000 compounds, 0.9% hits;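 active means activation above the mean of all tested compounds plus 3 SD, computed per campaign excluding outliers beyond control limits, cut at about 13% in these data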
TCR-CD3 inh – human TCR-CD3 binding inhibition; 360,000 compounds, 0.37% hits; AID 651800; TAMRA-labeled TCR probe fluorescence, biochemical; inhibition, % at 9.4 µM; in the data active means inhibition above about 19%;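 further: recombinant mutant TCR 2C K166C tagged with TAMRA read by polarization; 0% = receptor in buffer alone and 100% = receptor with positive control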
MBD2 inh – inhibitors of human MBD2 binding to methylated oligonucleotide. 370,000 compounds, 0.31% hits. inhibition, % at 4.4 µM. AID 686964. TR-FRET. Q9UBB5; in the data active means inhibition above about 13%
DDE Tn7 FP inh – inhibitors of Tn7 peptide binding to human fibrin DD(E); 370,000 compounds, 0.13% hits; P02675; AID 720508; FP displacement of FITC-Tn7 peptide from fibrin DD(E); 0% = median of compound wells per plate; inhibition, % at 8.3 µM;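 active means inhibition above the mean of compounds falling within the control limits plus 3 SD of them, cut at about 14% in these data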;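 further: 0% = plate median of compound wells and 100% = 10 µM Aha-Tn7 peptide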
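Also added: labelled Tn7 tracer, 0.1 µM; Assay system: human fibrin DD(E) protein; Amount: 2 µM fibrin DD(E); Schedule: 10 min compound pre-incubation, 3 h probe incubation at room temperature; Repeats: one replicate per compound; Read-out basis: percent inhibition; Measured by: fluorescence polarization of the labelled Tn7 tracer.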
LEDGF integ inh – blocks HIV-1 LEDGF/p75-dependent DNA integration; inhibition, % at 3.7 µM; 370,000 compounds, 0.64% hits; AID 743269; TR-FRET IN-LEDGF/p75 DNA integration, Eu/Cy5;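 active means inhibition above the screen-wide mean plus 3 SD, cut at about 13% in these data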;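 further: signal is the Cy5 over europium emission ratio at 671 and 618 nm; 0% = plate median of compound wells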
Starred values were filed as active, the others as inactive.

Results follow in this order: proKLK7 act, DDE Tn7 FP inh, LEDGF integ inh, MBD2 inh, UHRF1 MBD2 ctr, SIAE inh, TCR-CD3 inh, TDP2 inh, Tn6 DDE FP, PRMT1 FP inh
> O=c1c2ccccc2nc(/C=C/c2cccc(Br)c2)n1CCCO
 : 0.2, 7, 0, -5, -3, 3, -8, -3, 5, 7
> C[C@@H]1CN([C@H](C)CO)C(=O)c2cc(NS(=O)(=O)c3ccc(F)cc3)ccc2O[C@@H]1CN(C)Cc1ccc(Cl)c(Cl)c1
 : -0.3, -8, -1, 2, 1, -14, 5, -6, -12, -3
> O=C(c1cccn2c(=O)c3cc(Br)ccc3nc12)N1CCN(c2ccccn2)CC1
 : -1.7, 2, 3, -8, -4, 4, -7, -9, -2, -1
> Cn1c(=O)oc2cc(S(=O)(=O)CCC(=O)NCCc3ccccc3)ccc21
 : -0.3, 8, -7, 3, 3, 3, -3, 1, -1, 6
> CN(C)/C=C/C(=O)c1ccc(Cl)s1
 : 0.3, 1, 3, 0, 0, 1, -4, -10, 3, -1
> CCOC(=O)c1cnn(-c2nc(-c3ccc(C)cc3)cs2)c1C(F)(F)F
 : -0.9, -2, 2, 2, -2, -10, 2, 4, -7, -1
> COc1ccc(/C=N/NC(=O)c2ccc(NC(=O)C3CCCCC3)cc2)cc1O
 : 2.1, 0, 1, -1, -1, 10, 0, -2, -7, -1
> COc1cc2c(cc1OC)C(SC)=NC1(CCCC1)C2
 : 0.4, 2, -3, 10, 27*, 2, -5, -7, 7, 2
> Cc1ccc(C2C(C#N)=C(N)Oc3cc(N)ccc32)cc1 (stereo unspecified)
 : -0.5, -4, 12, 8, 5, 0, -12, -8, -12, 21
> O=S(=O)(Nc1ccccn1)c1ccc(Oc2ccccc2)cc1
 : 1.0, 2, -2, -2, 1, -2, 1, 5, 8, 0
> CCOc1ccc(CNC(=O)C2CCCN(c3nnc(C)c4c(C)n(-c5ccccc5)nc34)C2)cc1 (stereo unspecified)
 : -8.0, 6, -2, 1, -3, -9, 7, -8, 1, -1
> COc1ccc(C(=O)N2CCn3c(C)ccc3C2C)cc1 (stereo unspecified)
 : 0.4, 3, 1, 1, -1, 12, 8, 2, 2, 5
> COc1ccc(-n2nnnc2CNC(=O)C(=O)c2c(C)[nH]c3ccccc23)cc1
 : -0.2, 2, 3, -3, -1, -3, 3, -6, 2, -2
> CN1CCN(C(=O)CCCOc2ccc(Cl)cc2Cl)CC1
 : 0.9, -4, -2, 0, 5, -8, 6, -5, -6, 2
> Cc1ccc(S(=O)(=O)NC(=O)C2(C)CCN2C(=O)COc2ccc(Cl)cc2)nc1 (stereo unspecified)
 : -0.4, -2, -9, -1, 5, 2, 4, -10, -6, 7
> Cc1ccc(CNC(=O)/C=C/c2ccc(Br)o2)cc1
 : 0.1, -2, 0, 2, -1, -2, 2, 11, -7, 4
> O=C(Nc1ccc2nn(-c3ccccc3)nc2c1)c1cccs1
 : -39, 6, -4, 2, -1, -9, 8, -2, 4, 0
> CCC1CCCCN1C(=O)c1cc2cc(Br)ccc2oc1=O (stereo unspecified)
 : 0.3, -6, 4, 1, -1, -13, -2, -4, -2, -10
> CC(=O)Nc1ccc(C(=O)NCC2CCCCC2)cc1
 : -0.1, 11, 1, 5, 2, -5, -5, -8, 1, 5
> CC(C)(C)C(=O)Nc1ccc(C(=O)COC(=O)c2ccccn2)cc1
 : 0.3, -4, 4, 0, 1, 1, -4, 3, -6, 2

Sorted by count of non-hydrogen atoms (descending): nine of the compounds above.
Results follow in this order: proKLK7 act, DDE Tn7 FP inh, LEDGF integ inh, MBD2 inh, UHRF1 MBD2 ctr, SIAE inh, TCR-CD3 inh, TDP2 inh, Tn6 DDE FP, PRMT1 FP inh
> O=C(c1cccn2c(=O)c3cc(Br)ccc3nc12)N1CCN(c2ccccn2)CC1
 : -1.7, 2, 3, -8, -4, 4, -7, -9, -2, -1
> Cc1ccc(S(=O)(=O)NC(=O)C2(C)CCN2C(=O)COc2ccc(Cl)cc2)nc1 (stereo unspecified)
 : -0.4, -2, -9, -1, 5, 2, 4, -10, -6, 7
> Cn1c(=O)oc2cc(S(=O)(=O)CCC(=O)NCCc3ccccc3)ccc21
 : -0.3, 8, -7, 3, 3, 3, -3, 1, -1, 6
> CCOC(=O)c1cnn(-c2nc(-c3ccc(C)cc3)cs2)c1C(F)(F)F
 : -0.9, -2, 2, 2, -2, -10, 2, 4, -7, -1
> O=S(=O)(Nc1ccccn1)c1ccc(Oc2ccccc2)cc1
 : 1.0, 2, -2, -2, 1, -2, 1, 5, 8, 0
> Cc1ccc(C2C(C#N)=C(N)Oc3cc(N)ccc32)cc1 (stereo unspecified)
 : -0.5, -4, 12, 8, 5, 0, -12, -8, -12, 21
> CC(=O)Nc1ccc(C(=O)NCC2CCCCC2)cc1
 : -0.1, 11, 1, 5, 2, -5, -5, -8, 1, 5
> Cc1ccc(CNC(=O)/C=C/c2ccc(Br)o2)cc1
 : 0.1, -2, 0, 2, -1, -2, 2, 11, -7, 4
> CN(C)/C=C/C(=O)c1ccc(Cl)s1
 : 0.3, 1, 3, 0, 0, 1, -4, -10, 3, -1

More compounds:
Results follow in this order: proKLK7 act, DDE Tn7 FP inh, LEDGF integ inh, MBD2 inh, UHRF1 MBD2 ctr, SIAE inh, TCR-CD3 inh, TDP2 inh, Tn6 DDE FP, PRMT1 FP inh
> CCOc1ccc(NC(=S)N2CCN(c3ccc(N4CCOCC4)nn3)CC2)cc1
 : 8.7, 0, 1, 1, 17, 4, 4, 1, 5, -1
> CCc1ccccc1NC(=S)/N=C(\N)Nc1nc(C)c2cc(C)ccc2n1
 : -2.1, -9, -3, 1, -4, -3, 2, -6, 1, 2
> Cc1cc(=O)oc2cc(OCC(=O)OCC(=O)NC(C)C)ccc12
 : 4.8, 1, -2, 0, -2, -2, 2, 19, -2, 0
> COc1ccccc1/C=C/C(=O)NCC(=O)N/N=C/c1ccccc1[N+](=O)[O-]
 : 0.1, -2, 2, -3, -3, -2, 7, -2, 11, 0
> Cc1ccc(C(=O)NC(=S)NCc2ccccc2)cc1
 : 1.0, -4, -4, -2, 1, 0, -6, -2, 7, -2
> Cc1cc2c(cc(C(=O)OC(C)C(=O)NCc3ccccc3)n2C)o1 (stereo unspecified)
 : -0.2, 6, 4, -4, 8, 4, -7, -3, -5, -1
> CCOC(=O)C1CCCN(C(=O)c2ccc(S(=O)(=O)NCc3ccco3)cc2)C1 (stereo unspecified)
 : 0.2, -1, 4, 6, 6, -1, 0, 0, 3, 1
> O=S(c1ccsc1)c1ccsc1
 : -0.2, 6, 1, 0, 0, 11, 2, -1, 6, 0
> COc1ccccc1C(=O)NCC(c1ccco1)N1CCc2ccccc21 (stereo unspecified)
 : 0.1, 2, 1, -1, 0, 0, 4, -6, -1, 1
> CCC(=O)NC(=S)Nc1ccc(NC(=S)NC(=O)c2ccc(C)cc2)cc1
 : 0.3, -1, -3, 3, 2, -13, -1, 4, 3, 2
> Cc1cccc(C)c1-n1nnnc1C1(C)CCC(=O)N1CCOc1ccccc1 (stereo unspecified)
 : -0.2, 7, -4, 2, 2, -2, 1, -1, -1, -3
> Cc1ccc(-n2c([C@@H]3C[C@H]3c3ccccc3)n[nH]c2=S)cc1
 : 0.3, -8, -4, 6, 3, 6, 2, 5, -14, 0
> O=S(=O)(NCc1ccncc1)c1ccc(Br)s1
 : -0.1, -1, 0, -1, 0, 8, 2, 3, -2, -3
> O=S1(=O)CC(N2CCN(CCO)CC2)CN1C1CCCC1 (stereo unspecified)
 : -0.1, -7, 2, -1, -3, 3, 2, -6, 5, 1
> CC(=O)c1ccccc1N(C(=O)Cn1nnc2ccccc21)C(C(=O)NCC1CCCO1)c1ccc(N2CCOCC2)cc1 (stereo unspecified)
 : 0.0, 4, 5, 2, -3, -1, 3, 11, -2, -2
> CCOc1ccccc1NC(=O)CCc1nnc2ccc(N3CCC(C)CC3)nn12
 : -0.1, -2, -2, 1, -2, 0, 3, 2, 5, -1
> Oc1c(N=NC(=S)Nc2ccccc2F)c2ccccc2n1Cc1ccc(F)cc1
 : -0.1, -7, 0, -3, 3, -5, -5, -18, 7, 0
> CC(=O)Nc1cc(-c2cccc(NS(C)(=O)=O)c2)cn2c(-c3cccc(C(F)(F)F)c3)cnc12
 : 0.1, -5, 1, -3, -2, -19, -3, -3, -1, 4
> CC(Sc1ccc(S(=O)(=O)N2CCN(C)CC2)cn1)C(=O)NC1(C#N)CCCCC1 (stereo unspecified)
 : 0.0, 0, 3, -3, 1, -4, -6, -2, 0, 0
> C[C@H](NS(=O)(=O)c1ccccc1)C(=O)N1CCN(C(c2ccccc2)c2ccccc2)CC1
 : 0.4, 3, -2, -3, -5, 3, -3, -5, -5, -1

Results follow in this order: proKLK7 act, DDE Tn7 FP inh, LEDGF integ inh, MBD2 inh, UHRF1 MBD2 ctr, SIAE inh, TCR-CD3 inh, TDP2 inh, Tn6 DDE FP, PRMT1 FP inh
> N=c1c(-c2nc3ccccc3[nH]2)cc(C(=O)c2ccco2)nn1-c1ccccc1
 : -0.9, -3, 2, 4, -2, 6, -6, -6, -4, -1
> NC(=O)NN=C1CC2CC1C1C=CCC21 (stereo unspecified)
 : -2.2, 4, 1, 0, 1, 4, -3, 3, 4, 1
> CCN(CC)c1ccc2c(C)c(Cl)c(=O)oc2c1
 : 10, 1, -1, -1, 5, 7, 3, -5, 7, 2
> CS(=O)(=O)c1ccc(C(=O)OCC(=O)NC(=O)C2CCCCC2)cc1[N+](=O)[O-]
 : -0.1, -1, -3, 0, -1, -4, -1, 8, -1, 1
> O=C(Cn1nc(-c2ccccc2)ccc1=O)Nc1cccc(NC(=O)c2ccccn2)c1
 : 0.2, -9, 5, 0, 1, -13, -6, -10, 2, -1
> O=C(N/N=C/C1CC=CCC1)c1ccc(O)cc1O (stereo unspecified)
 : 0.4, -3, 0, 3, 0, 13, 6, 1, 1, 0
> Cc1cccc(C=NOCCc2ccccc2)n1
 : -0.2, 0, -1, 3, 0, -3, -10, 4, -1, 6

High-throughput results as filed in PubChem BioAssay.
